LGR2 inh – inhibitors of bursicon-induced LGR2 CRE-luciferase signal, primary screen, cell-based, HEK293, CRE-luciferase reporter, bursicon stimulation; 380,000 tested, 0.35% active; inhibition, % at 9.99 µM; bursicon-stimulated, 4 h; Drosophila bursicon receptor LGR2 (rickets);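 active means drop in luminescence signal, shown as inhibition above about 50% in the replicate tests, limit read from the data, passing the limit was not always enough; inconclusive means probably only some replicates passing the limit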;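 further: agonist challenge used bursicon conditioned medium at about half maximal strength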
Cneo AK release – Cryptococcus neoformans cell lysis inducers, primary screen, AK release luminescence, single concentration; AID 651654, 2012; 360,000 tested, 0.2% active; lysis activity, % at 15 µM; C. neoformans lysis, adenylate kinase release luminescence, 4 h; normalised: neutral wells 0, clomiphene wells 100;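 active means mean lysis activity across replicates of at least 80%, whatever share of replicates individually reach that level; inactive means mean lysis activity below 80%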
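Test system: log-phase Cryptococcus neoformans yeast cells. Input: 5 × 10^6 yeast cells/mL. Medium: fresh YPD growth medium. Doses: single dose. Incubation: static 4 h at 37 °C with compound, 1 h detection. Measured by: luminescent adenylate kinase detection reagent. Read-out: signal increase indicating cell lysis. Benchmarks: Clomiphene.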
PGC1a acetyl inh – inhibitors of PGC1a acetylation signal, primary screen, cell-based, U2OS, AlphaScreen, inhibitor mode; AlphaScreen anti-acetyl-lysine; with virally co-expressed GCN5 acetyltransferase; inhibition, % at 15.6 µM; AID 651687, 2012; 350,000 tested, 0.17% active;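 active means every replicate shows inhibition of at least 40%; inconclusive means mean inhibition at least 40% but some replicate below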;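 further: 0% = neutral control wells and 100% = positive control wells; some results beyond the cut were filed as inactive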
Casp6 inh – human caspase-6 inhibitors, primary screen, biochemical, VEID-R110 fluorescence, single point, set 2. P55212. purified caspase-6, Z-VEID-R110 cleavage fluorescence. inhibition, % at 12.5 µM. 350,000 tested, 0.53% active. AID 686996, 2013;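 active means mean inhibition across replicates at least about 35%, with every replicate also reaching that limit, limit read from the data; inconclusive means only one of the two criteria met; inactive means neither criterion met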;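 further: 0% = median of neutral control wells and 100% = no fluorescence left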
Target sequence (P55212 24-179 limits assumed): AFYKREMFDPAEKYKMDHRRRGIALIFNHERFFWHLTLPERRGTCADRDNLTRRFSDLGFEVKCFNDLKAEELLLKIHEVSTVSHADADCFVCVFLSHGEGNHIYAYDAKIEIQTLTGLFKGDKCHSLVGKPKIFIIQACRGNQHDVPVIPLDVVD
Target sequence (P55212 194-293 limits assumed): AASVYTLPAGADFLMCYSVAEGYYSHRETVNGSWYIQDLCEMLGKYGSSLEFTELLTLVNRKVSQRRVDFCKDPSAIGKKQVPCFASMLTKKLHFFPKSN
miR122 inh – miR-122 Renilla sensor signal increase in Huh7, primary screen, miR-122 inhibitor project, cell-based, single point, plate reader | Huh7 miR-122 Renilla luciferase sensor, 48 h; neutral wells = 0, positive control = 100 | activation (reporter increase), % at 12.5 µM | 340,000 tested, 0.3% active;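 active means mean replicate activation score at least 90 and every replicate individually at or above 90; inconclusive means only one of the two criteria met; inactive means neither criterion met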;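 further: higher luciferase means less miR-122 activity so hits act as miR-122 inhibitors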
PAX8 reporter – inhibitors of PAX8-driven TPO luciferase reporter, primary screen, RMG-I cells, single concentration; SteadyGlo, 24 h; 360,000 tested, 1.2% active; inhibition, % at 12.6 µM;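 active means mean replicate inhibition at least 60% with every replicate also reaching 60%; inconclusive means only one of the two criteria is met; inactive means mean below 60% and not all replicates reaching 60%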;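 further: luciferase light reporting Pax8 driven TPO promoter activity; plate controls were median of neutral control wells for no effect and mitoxantrone controls for full effect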
FN deposition inh – inhibitors of fibronectin matrix deposition, primary screen, AH1F cells, Alexa488-fibronectin fluorescence, plate reader; AH1F fibroblasts, overnight; inhibition, % at 12.6 µM; 350,000 tested, 0.086% active;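 active means mean inhibition across replicates of 30% or more, regardless of how many single replicates reach that level; inconclusive means mean under 30% yet at least half of replicates reach 30%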;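 further: positive control wells lacked labelled fibronectin entirely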
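Measured by – fluorescence 485/525 nm · System – AH1F fibroblast monolayer, labelled fibronectin deposition · Amount – 10000 cells per well · Buffer or medium – serum-reduced DMEM (2% serum) · Doses – single dose, pinned · Also added – fluorescent fibronectin at 24 nM final · Schedule – 1 h cell attachment, overnight exposure to compound and label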
EWS-Fli block – EWS/Fli-driven NR0B1 reporter inhibitors, primary screen, A673 cells, NR0B1 luciferase, luminescence, MLPCN library | AID 651661, 2012 | viability-normalised | 350,000 tested, 0.67% active | inhibition, % at 12.6 µM;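 active means mean inhibition of at least 50% after viability correction, with every replicate also passing that limit; inconclusive means mean reaches 50% but only one of two replicates passes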;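 further: firefly luciferase signal divided by Alamar Blue viability fluorescence both relative to DMSO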
Numbers without * were called inactive; ? = inconclusive; . = no result given; & = joins results of further samples; [ ] = another dose, or the depositor's remark.

SMILES	LGR2 inh	Cneo AK release	PGC1a acetyl inh	Casp6 inh	miR122 inh	PAX8 reporter	FN deposition inh	EWS-Fli block
CO[C@@H]1CN(C)C(=O)c2ccc(NC(=O)C3CC3)cc2OC[C@@H](C)N(CCc2ccccc2)C[C@H]1C	-11	0	4	1	-4[16.7 µM]	17	9	-2
COc1ccc(NC2=C(C(C)=O)C(c3ccc(OC)cc3)C(C(C)=O)C(C)(O)C2)cc1 (configuration not stated)	?	5	5	-1	-1	-13	-4	-2
CN1OC2C(=O)N(c3ccccc3)C(=O)C2C1c1ccc(F)cc1 (configuration not stated)	10	-2	13	.	-4	.	-1	.
COc1ccc(Cl)cc1C(=O)O/N=C(\N)c1ccncc1	5	.	.	-8	.	-14	6	-7
COc1ccc(CCNC(=O)CSc2nc3ccccc3c3nc(CCN4CCCCC4)nn23)cc1OC	3	.	6	-1	.	1	.	4
O=C(Cc1ccccc1[N+](=O)[O-])NC1CC1	13	.	.	-2	.	0	2	3
O=S1(=O)CC=C(CSC(=S)NC2CCS(=O)(=O)C2)C1 (configuration not stated)	-19	.	?	5	-2	1	-7	-21
CC1CCCN(S(=O)(=O)c2ccc(NC(=O)C3CC(=O)N(C(C)(C)C)C3)cc2)C1 (configuration not stated)	-13	3	-4	-2	4	4	-5	8
Cc1nc2ccccc2c2oc(C(=O)N3CCCC(C)C3)cc12 (configuration not stated)	-3	0	0	-1	-4	0	13	-2
CCn1c(SCC(=O)N2CCCC2)nc2ccccc2c1=O	-1	8	17	.	-6	.	-1	.
CC1CN(S(=O)(=O)c2cc(C(=O)N(C)Cc3cccs3)ccc2Cl)CC(C)O1 (configuration not stated)	8	0	.	5	.	6	4	14
COc1ccc(S(=O)(=O)NNC(=O)Nc2ccccc2OC)c(OC)c1	-4	-2	.	0	-2	5	1	1
Cc1ccc(S(=O)(=O)N(C)C[C@H]2OCCCC[C@@H](C)Oc3ccc(NC(=O)Nc4cccc5ccccc45)cc3C(=O)N([C@H](C)CO)C[C@@H]2C)cc1	10	1	7	2	-3[16.7 µM]	-12	0	-9
C[C@@H]1CN([C@H](C)CO)C(=O)c2cc(NC(=O)C3CCCCC3)ccc2O[C@H]1CN(C)S(=O)(=O)c1ccc(F)cc1	14	12	-11	0	-5[16.7 µM]	.	-10	-11
C[C@@H]1CCCCO[C@H](CN(C)C(=O)Nc2ccccc2)[C@H](C)CN([C@@H](C)CO)C(=O)c2cc(NC(=O)Nc3ccccc3)ccc2O1	4	21	-3	-1	-9[16.7 µM]	4	-2	.
COC(=O)C(Cc1ccc(O)cc1)NC(=O)NC12CC3CC(CC(C3)C1)C2 (configuration not stated)	-6	-1	-1	-1	-5	17	-1	10
Cc1ccc(-n2c(C)cc(C3N=C(N)Nc4nc5ccccc5n43)c2C)c(C)c1 (configuration not stated)	-3	-1	-1	0	-1	.	.	13
O=C(CCc1nnc(CCCCc2ccccc2)o1)NCCn1cccn1	12	.	.	0	.	6	-5	7
CCCC(=O)Nc1cccc(C(=O)Nc2ccccc2OCC)c1	22	.	.	-1	.	-5	5	-6
CCC(=O)Nc1cccc(-c2csc(-c3ccccc3)n2)c1	.	.	.	-2	.	-14	3	9
CCCc1nnc(NC(=O)CCC(=O)NC2CCCCC2)s1	-5	-1	13	-3	12	-17	19	.
Cc1ccccc1N(CC(=O)NCc1ccco1)C(=O)CCC(=O)Nc1nccs1	11	.	6	3	.	13	-8	4
CCOC(=O)C1(CCCc2ccccc2)CCN(C(=O)CCN2CCCCC2=O)CC1	23	3	-5	1	1	-4	15	0
Cc1noc(C)c1NC(=O)N(C)C[C@@H]1Oc2ncc(C#CCN(C)C)cc2C(=O)N([C@H](C)CO)C[C@@H]1C	6	-1&-1	5&5	-46&-2	3&1[16.7 µM]	.	.	-5&-7
O=C1c2ccccc2C(O)(c2ncc[nH]2)N1CCc1ccccc1 (configuration not stated)	-15	-1	-8	7	-1	.	.	-3

Whole records, looked up by structure.
Entry for `CCCc1nnc(NC(=O)CCC(=O)NC2CCCCC2)s1` : LGR2 inh = -5; Cneo AK release = -1; PGC1a acetyl inh = 13; Casp6 inh = -3; miR122 inh = 12; PAX8 reporter = -17; FN deposition inh = 19; EWS-Fli block = .
Entry for `CO[C@@H]1CN(C)C(=O)c2ccc(NC(=O)C3CC3)cc2OC[C@@H](C)N(CCc2ccccc2)C[C@H]1C` : LGR2 inh = -11; Cneo AK release = 0; PGC1a acetyl inh = 4; Casp6 inh = 1; miR122 inh = -4[16.7 µM]; PAX8 reporter = 17; FN deposition inh = 9; EWS-Fli block = -2
Entry for `CCC(=O)Nc1cccc(-c2csc(-c3ccccc3)n2)c1` : LGR2 inh = .; Cneo AK release = .; PGC1a acetyl inh = .; Casp6 inh = -2; miR122 inh = .; PAX8 reporter = -14; FN deposition inh = 3; EWS-Fli block = 9

Continued:
SMILES	LGR2 inh	Cneo AK release	PGC1a acetyl inh	Casp6 inh	miR122 inh	PAX8 reporter	FN deposition inh	EWS-Fli block
CCCN(C)C[C@@H]1Oc2ncc(C#CC3(O)CCCC3)cc2C(=O)N([C@H](C)CO)C[C@@H]1C	-11	-3	-1	-6	-14[16.7 µM]	.	2	-4
CCC(=O)Nc1ccc(C(=O)OCC(=O)c2ccc(C)c([N+](=O)[O-])c2)cc1	.	-1	1	.	-1	5	14	.
C/C(CC(=O)NC(C)(C)C)=N\NC(N)=S	22	.	0	2	.	-8	-1	-1
COc1cccc(C(=O)OC2CCN(C)CC2)c1	11	.	13	0	2	-7	-7	-7
COc1ccc(S(=O)(=O)NNC(N)=S)cc1	-6	.	7	-1	.	-19	4	8
Cc1ccc(OCC(=O)Nc2ccc3c(c2)nc(CCN2CCN(C)CC2)n3C)cc1	-2	.	.	-18	.	1	-11	5
CO[C@@H]1CN(C)C(=O)c2cc(NC(=O)Nc3cccc(F)c3)ccc2OC[C@@H](C)N(C(C)=O)C[C@@H]1C	-14	0	2	1	5[16.7 µM]	.	7	2
CCN(CC)S(=O)(=O)c1ccc(N/N=C(\C)c2ccncc2)nc1	1	1	.	-1	7	18	2	-13
Cc1nc2cc(C(=O)NCc3cccnc3)ccc2n1-c1ccc(F)cc1F	.	.	.	2	.	-4	-3	2
COc1ccc([Si](C)(C)[C@H]2[C@H](CCn3cc(CCO)nn3)O[C@@]3(C(=O)N(Cc4ccc(N5C(=O)c6cccc7cccc5c67)cc4)c4ccccc43)[C@@H]2C)cc1	.	0	0	-4	.	.	.	18
C[C@@H]1CN([C@H](C)CO)S(=O)(=O)c2ccc(C#Cc3ccccc3F)cc2O[C@@H]1CN(C)C(=O)Cc1ccccc1	10	-2&2	-7&-2	3	24	38&52	20	16&16
COc1cc(C(=O)O)ccc1Cl	8	-4	?	2	5	-2	-3	-7
CCOC(=O)C1CCN(CCC(=O)Nc2cccc(Cl)c2C)CC1	8	0	3	-3	.	.	.	.
COc1ccc(-c2nc3c(Cl)cc(C(F)(F)F)cn3c2Cc2ccccc2C(F)(F)F)cc1OC	-3	.	.	-2	.	2	-4	5
COc1ccc(Cc2nnc(SCC(=O)Nc3ccc(C)cc3C)[nH]c2=O)cc1	1	.	.	0	2	-1	6	3
O=C(/C(C=Nc1cc2c(oc1=O)CCCC2=O)=C(\O)c1ccccc1)c1ccccc1	-75	.	-2	9	.	-117	1	-46
CNC(=S)NNc1ccccc1[N+](=O)[O-]	2	2	-2	-2	-3	0	-11	9
CC(CN(C)Cc1ccccc1)OC(=O)c1cccc(F)c1 (configuration not stated)	20	2	2	.	8	5	-15	.
COc1ccc(N/C=C/C(=O)C(C)(C)C)cc1	-21	-3	-3	2	-3	9	-6	-24
CCCCN(c1ccccc1)S(=O)(=O)N(C)C	16	.	7	1	-5	-3	0	7
CO[C@@H](CN(C)C(=O)c1cnccn1)[C@@H](C)CN([C@@H](C)CO)S(=O)(=O)c1ccc(F)cc1	-25	59	11	-2	.	.	-1	9
Cc1nn(CC(=O)NCCN2CCCCC2C)c(=O)c2cc(-c3ccccc3)nn12 (configuration not stated)	14	0	-6	-6	14	9	5	.
Nn1c(SCC(=O)N2CCOCC2)nnc1-c1ccc(Cl)cc1Cl	.	2	3	.	-1	6	-8	.
Cc1nn2c(=O)cc(CSc3ccccc3NC(=O)c3ccccc3)nc2s1	-14	-2	3	1	2	0	6	-5
CCOc1cc(C(=O)Nc2cc(C(=O)OC)ccc2C)ccc1OCC(=O)N1CCOCC1	7	1	0	9	-2	2	3	4

The last 2 compounds of the part before are carried over, then new ones follow:
SMILES	LGR2 inh	Cneo AK release	PGC1a acetyl inh	Casp6 inh	miR122 inh	PAX8 reporter	FN deposition inh	EWS-Fli block
Cc1nn2c(=O)cc(CSc3ccccc3NC(=O)c3ccccc3)nc2s1	-14	-2	3	1	2	0	6	-5
CCOc1cc(C(=O)Nc2cc(C(=O)OC)ccc2C)ccc1OCC(=O)N1CCOCC1	7	1	0	9	-2	2	3	4
O=S1(=O)N=C(N(Cc2cccs2)c2ccc(O)cc2)c2ccccc21	6	.	-5	4	.	14	.	2
CN1CCCN(C(=O)c2cccc(Cl)c2)CC1	8	-2	.	0	1	9	3	0
C[C@@H]1CN([C@H](C)CO)C(=O)Cc2cc(NC(=O)Cc3cn(C)c4ccccc34)ccc2O[C@H]1CN(C)Cc1ccc2c(c1)OCO2	1	-2	-16	1	-10[16.7 µM]	-23	.	-4
Cc1cc(NC(=O)CSc2nnc(-c3ccccc3)n2Cc2ccco2)no1	.	-1	1	.	1	3	2	.
C[C@@H]1CN([C@H](C)CO)S(=O)(=O)c2ccc(C#CC3(O)CCCC3)cc2O[C@H]1CN(C)C(=O)Nc1cccc(F)c1	-6	-1	-7	0	4[16.7 µM]	.	-5	6
COc1ccc(NC(=O)NC[C@@H]2CC[C@@H](Cc3ccc(-c4ccccc4)cc3)O2)cc1	-17	0	3	-3	-3	-12	0	-10
C[C@H](CO)N1C[C@H](C)[C@@H](CN(C)C(=O)Nc2ccc(F)cc2)Oc2c(NC(=O)c3nc4ccccc4s3)cccc2C1=O	-14	-2	-1	-2	-1[16.7 µM]	.	3	-10
CN1CCC(CN)(N2CCN(c3ccccc3)CC2)CC1	-22	4	-11	-74	3	-5	10	15
C/C(=N/NC(=O)c1nnn(-c2nonc2N)c1COc1ccccc1)c1ccc(O)cc1	12	-4	12	-1	.	-1	-7	.
Cc1ccc(C)c(OCCn2nnc3ccccc32)c1	-9	-5	8	-3	-1	-58	11	-48
Cc1c(O)ccc(/C=N/Nc2ncccc2[N+](=O)[O-])c1O	-37	-1	.	-3	.	-29	7	-40

Assay outcomes: PubChem BioAssay, Broad Institute
